ABHD5 PLIN5 PPI = inhibitors of human ABHD5-perilipin-5 interaction. Q00G26+Q8WTS1. inhibition, % at 4 µM. Split G. princeps luciferase complementation, luminescence, 4 h. AID 602281. actives 0.78% (n = 360,000);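 active = inhibition above the mean inhibition across every tested compound plus 3 SD, cut at about 22% in these data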;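 also: 0% = DMSO only wells and the 100% control is not disclosed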
aDG glyco act = increases alpha dystroglycan glycosylation | Pro5-aDG cells, alpha-DG glycosylation AlphaScreen (IIH6); 0% Pro5, 100% B10-LARGE cell signal | activation, % at 10 µM | actives 0.22% (n = 360,000);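 active = activation of at least 8% versus controls, or a plate z-score of at least 8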;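 also: Pro5 are CHO cells carrying HIG-tagged alpha-DG that lacks glycosylation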
H9c2 protect = modulators protecting cardiomyocytes from myocardial damage | protection from H2O2 cell death, % at 20 µM | actives 0.63% (n = 360,000) | H9c2 cardiomyocytes, H2O2 injury protection, ATPLite, 2 h;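 active = compounds giving at least 50% protection of heart cells from peroxide-induced death in the single-dose screen, raw or plate-pattern-corrected value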;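 also: 0% = DMSO wells with peroxide and 100% = DMSO wells without peroxide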
Granule exo inh = lytic granule exocytosis inhibition; actives 0.66% (n = 360,000); inhibition, % at 10 µM; TALL-104 LAMP-1 surface exposure, flow cytometry; cells stimulated with thapsigargin and PMA; AID 651702;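 active = inhibition above about 55%, limit read from the data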
MC4R ag barr = human MC4R agonism via beta-arrestin; U2OS MC4R beta-arrestin complementation, luminescence; percent of melanotan II response, DMSO zero; activation, % at 8.9 µM; actives 0.98% (n = 360,000);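 active = activation above a per-plate cutoff, the mean activation of sample wells on that plate plus 3 SD, cut at about 8% in these data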
Target sequence (P32245 whole entry, looked up): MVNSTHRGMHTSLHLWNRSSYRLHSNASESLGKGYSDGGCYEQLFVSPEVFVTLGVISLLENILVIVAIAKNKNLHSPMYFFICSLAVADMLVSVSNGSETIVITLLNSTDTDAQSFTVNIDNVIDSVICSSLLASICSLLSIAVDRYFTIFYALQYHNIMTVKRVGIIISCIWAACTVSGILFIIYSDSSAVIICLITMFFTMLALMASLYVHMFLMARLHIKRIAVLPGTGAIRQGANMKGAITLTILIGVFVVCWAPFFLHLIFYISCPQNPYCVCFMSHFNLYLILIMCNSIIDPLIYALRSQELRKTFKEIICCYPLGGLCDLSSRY
MC4R antagonist = antagonists of human melanocortin 4 receptor (MC4R) | actives 0.48% (n = 360,000) | inhibition, % at 6.5 µM | MC4R-expressing cells, MTII-stimulated cAMP, LANCE TR-FRET;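 active = inhibition above its plate's cutoff, the mean of tested wells on that plate plus 3 SD, cut at about 29% in these data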;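 also: 0% = Melanotan II alone and 100% = Melanotan II plus saturating MCL0020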
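Test system: U2OS cells stably expressing human melanocortin 4 receptor (MC4R); also added: Melanotan II challenge; compound: 6.5 µM single dose; timing: 30-min compound preincubation, 1-h Melanotan II challenge, 1-h detection, room temperature; signal: Eu-cAMP/anti-cAMP TR-FRET, emission 671 nm; repeats: one well per compound, no replicates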
hiPSC survival = enhancers of human iPSC single-cell survival; hiPSC single-cell survival, ATPlite luminescence; 100% = ROCK inhibitor wells, 0% = DMSO; AID 602274; actives 0.044% (n = 360,000); survival enhancement, % at 20 µM; in the data active = survival enhancement above about 18%;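 also: cells exposed to compounds for 16 hours before the ATP read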
ABCB6 inh MLPCN = human ABCB6 transporter inhibition | Q9NP58 | AID 602162 | fluorescence ratio to DMSO, % at 10 µM | actives 0.19% (n = 360,000) | K562-ABCB6 porphyrin accumulation, flow cytometry, 1 h; active compounds read low;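 active = fluorescence ratio to DMSO below 75%, the collection mean minus 3 SD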;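 also: signal is porphyrin accumulated inside mitochondria; 100% equals median channel fluorescence of DMSO control wells; lower ratio means ABCB6 inhibition with less porphyrin fluorescence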
m5-HT2A agonist = mouse HTR2A agonism via beta-arrestin recruitment. AID 624169. P35363. actives 0.66% (n = 360,000). CHO-K1 mHTR2A beta-arrestin complementation, luminescence; percent of 30 µM serotonin response. activation, % at 7.6 µM;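 active = activation above a run cutoff, the mean activation of all tested compounds plus 3 SD, cut at about 14% in these data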;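 also: 0% = plate median of compound wells and 100% = 30 µM serotonin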
Target sequence (P35363 whole entry, looked up): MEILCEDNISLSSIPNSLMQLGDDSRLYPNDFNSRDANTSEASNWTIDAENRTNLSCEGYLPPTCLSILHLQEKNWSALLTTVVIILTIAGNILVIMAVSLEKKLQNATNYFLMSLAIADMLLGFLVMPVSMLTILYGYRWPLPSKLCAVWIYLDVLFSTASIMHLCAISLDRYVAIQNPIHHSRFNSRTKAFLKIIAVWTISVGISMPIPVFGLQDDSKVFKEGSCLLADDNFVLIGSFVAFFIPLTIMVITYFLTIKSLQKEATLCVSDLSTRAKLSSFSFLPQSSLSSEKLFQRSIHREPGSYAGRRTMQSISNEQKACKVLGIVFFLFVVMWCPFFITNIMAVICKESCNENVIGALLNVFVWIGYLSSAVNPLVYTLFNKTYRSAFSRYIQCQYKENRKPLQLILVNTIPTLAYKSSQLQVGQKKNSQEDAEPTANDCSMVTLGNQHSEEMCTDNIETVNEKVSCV
N-glyco inh = N-linked glycosylation inhibition; D54 ERlucT glycosylation luciferase reporter, 24 h; percent of 100 nM tunicamycin response; reporter increase, % at 12.5 µM; actives 0.23% (n = 360,000); AID 588692;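 active = mean luciferase reporter signal, scaled so untreated is 0 and the glycosylation-blocking control 100, at or above a set limit in every replicate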;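 also: luciferase carries N-glycosylation sites so blocking glycosylation raises the light; 0% = median of neutral control wells and 100% = median of 100 nM tunicamycin wells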
* hit, by the source's call; nt = no result given. Random draw from the library (roughly 4.5% active in at least one column).

SMILES	N-glyco inh	MC4R ag barr	hiPSC survival	MC4R antagonist	H9c2 protect	m5-HT2A agonist	Granule exo inh	ABHD5 PLIN5 PPI	ABCB6 inh MLPCN	aDG glyco act
COCCNC(=O)C(c1ccc(F)cc1)N(Cc1ccccc1)C(=O)CCC(=O)Nc1nccs1 (stereo not drawn)	0	-1.1	-0.4	17	5	9	-2	0	96	0.0
CCC(=O)N1CCN(c2ccc(NC(=O)c3cc4ccccc4o3)cc2)CC1	-1	-1.8	-0.5	-4	36	2	-1	0	98	0.0
Cc1cc(O)c(C(C)C)cc1NC(=O)c1cccc(Cl)c1	1	-0.9	2.2	5	1	-3	-2	-2	98	0.3
O=C(NCC1CC1)c1cccc2c1C(=O)c1ccc(N3CCCC3)cc1S2(=O)=O	1	-1.4	17	-6	-5	-1	1	4	97	0.1
O=C(c1ccc(S(=O)(=O)Nc2cccc(C(F)(F)F)c2)cc1)N1CCN(c2ccccc2O)CC1	-1	-3.6	0.9	3	-8	-1	-7	-2	97	0.5
Cc1ccc2oc(-c3ccco3)nc2c1	1	1.3	-0.3	-2	-18	-2	-2	1	96	0.0
CCNC(=O)C1(C)CCN(C(=O)c2cc(F)cc(F)c2)C1 (stereo not drawn)	2	-0.2	16	3	1	-1	3	-6	106	0.1
O=C(NC1CCCc2ccccc21)c1ccccc1Br (stereo not drawn)	-1	-0.6	0.1	-2	2	-4	4	-17	90	-0.1
COc1ccc(CC(=O)N(Cc2cc3cc(OC)ccc3[nH]c2=O)C(C)C)cc1	-4	-0.8	-2.2	3	3	10	1	5	91	0.1
CCN(C1CCCCC1)S(=O)(=O)CCNC(=O)c1ccc2c(c1)OCO2	-1	2.7	-0.3	14	0	-6	4	-9	925	0.1
CCCNC(=O)c1ccccc1NC(=O)CSCc1ccc(OC)cc1	-1	-1.3	-1.6	0	5	-2	-1	-4	94	0.2
Cc1nnc(NC(=O)COc2ccccc2)s1	0	-0.5	-2.0	7	-1	-3	0	-2	99	0.0
Cc1cc(=O)c2ccccc2s1	2	2.1	-0.5	1	23	-2	-6	-3	102	-0.4
Cc1ccc(NC(=O)C2(C)CCN2C(=O)C2CCCCC2)cc1C (stereo not drawn)	-1	3.4	6.7	9	-7	-6	4	-1	100	0.0
COc1cc2ccccc2ccc1=NO	-13	2.4	-1.4	-1	6	-2	-5	-4	101	-0.3
CCCCOc1ccc(C(=O)NCC(=O)N2CCN(C/C=C/c3ccccc3)CC2)cc1	-10	0.0	-2.4	6	-10	0	4	-14	94	0.3
Cc1nc(N)c(C#N)c(-c2ccc3c(c2)OCO3)c1C	-1	0.4	-0.5	4	-1	1	6	4	100	0.0
Cc1c(C(=O)N2CCN(CC(=O)Nc3ccccc3Cl)CC2)oc2ccc(Br)cc12	1	1.3	0.0	-4	-9	10	0	-1	97	0.1
C=CCN1CCN(C(CCC)c2nnnn2Cc2ccco2)CC1 (stereo not drawn)	0	-2.6	2.2	7	2	1	-1	7	92	0.0
CCn1c(O)c(N=Nc2ccc(Cl)c(C(=O)O)c2)c2ccccc21	3	0.7	-0.6	-7	3	3	21	14	106	0.2
Cc1ccc(S(=O)(=O)N2CCOCC2)cc1C(=O)N1CCCC1	0	0.4	0.0	27	-4	-4	-7	0	103	0.0
C[C@H](CO)N1C[C@H](C)[C@@H](CN(C)Cc2ccncc2)Oc2c(NS(=O)(=O)c3cn(C)cn3)cccc2C1=O	0	0.1	1.9	16	3	4	-2	10	98	0.1
CCCCC1=CC2=CC(=O)C(C)(OC(=O)CC)C(=O)C2=CN1Cc1ccc2c(c1)OCO2 (stereo not drawn)	3	-1.4	1.9	-1	-4	14	6	-11	105	0.1
Cc1cc(S(=O)(=O)NCc2ccc(N3CCN(C)CC3)cc2)c(C)s1	3	2.0	-0.3	14	15	-13	-1	1	101	-0.1
CCN(CC)C(=O)CSc1nc2cccnc2n1-c1ccccc1OC	-1	0.6	1.4	-2	9	5	0	-4	100	-0.2
O=[N+]([O-])c1ccc(COc2cccc(CNc3ccc(F)cc3)c2)cc1	-1	6.6	1.1	3	-16	-5	-6	-1	100	0.2
C=CCNC(=S)Nc1c(C(=O)OC)[nH]c2cc(OC)ccc12	10	-3.1	-0.3	-14	-5	3	-15	-6	98	0.1
O=C(O)C1CCCCC1C(=O)Nc1cccc(C(=O)N2CCCCC2)c1 (stereo not drawn)	3	0.2	5.0	-10	-4	2	12	0	105	-0.2
CC1CCCCN1c1nc(-c2ccncc2)nc2ccccc12 (stereo not drawn)	3	1.0	0.4	-9	-4	-4	37	-7	86	0.1
CN(CC(=O)Nc1ccccc1F)CC(=O)Nc1ccc(F)c(F)c1F	0	-1.6	-0.7	-3	-3	3	-3	3	103	0.0
COc1ccc(CCNCC(O)COc2c(C)cccc2C)cc1OC (stereo not drawn)	0	0.8	-0.4	-1	3	2	18	-4	92	0.0
O=C(NCC(=O)N1CCN(C(c2ccccc2)c2ccccc2)CC1)c1ccccc1Br	-4	0.7	0.6	11	1	3	-2	-3	99	0.4
COc1ccc(NC(=O)c2cn(-c3ccccc3)nc2SC)cc1	0	-1.5	-0.3	-3	2	-5	0	-8	96	0.0
CC1CCN(Cc2nnnn2CCCC(=O)N(C)C(C)c2ccccn2)CC1 (stereo not drawn)	0	0.9	-0.7	2	0	10	-2	3	93	2.9
O=S(=O)(c1ccc(-c2n[nH]c(=S)o2)cc1)N1CCCCC1	1	-2.0	0.7	1	1	0	-12	-3	100	0.1
CC1(C)C(=O)Nc2ccccc2N1C(=O)COC(=O)CSc1ccc(Cl)cc1	0	3.0	0.2	1	1	6	-3	3	100	-0.2
Cc1nnsc1C(=O)NC1CCCc2c1cnn2-c1ccc(F)cc1F (stereo not drawn)	-1	-1.7	0.2	12	-18	-2	-5	-10	91	5.5
O=C(COC(=O)/C=C/c1cccs1)Nc1nc(-c2cccc(Br)c2)cs1	0	1.1	-0.2	3	2	-3	5	-7	100	-0.1
COc1ccc(CC(C)Nc2ccccc2F)cc1 (stereo not drawn)	-3	4.1	-0.4	8	-7	6	-2	9	120	-0.1
COc1cccc(C2C=C(c3ccc(Br)s3)Nc3ncnn32)c1OC (stereo not drawn)	0	-1.9	-1.1	13	5	0	-3	-3	104	-0.1
Cc1ccc(Oc2ccccc2NC(=O)CSCC(=O)Nc2cc(C)on2)cc1	-5	-2.3	-0.2	15	-12	2	-1	-5	95	0.4
Cc1ccc(Cc2nc(-c3ccncc3)no2)cc1	-2	2.3	-1.5	4	-6	5	-6	-6	83	0.2
COC[C@@H]1CCCN1c1ccc2c(c1)O[C@@H](COCc1ccccc1)CN([C@H](C)c1ccccc1)S2(=O)=O	nt	nt	0.6	nt	nt	-5	-1	-6	96	-0.3
CCCCNC(=O)C[C@@H]1C[C@@]2(C(=O)OCC)CCC=C2N(Cc2ccco2)C1=O	nt	nt	-0.1	nt	nt	-4	4	3	102	0.0
C=CCC[C@@H](Cc1ccc(F)cc1)C(=O)OC[C@@H]1CCCN1C(=O)[C@H](CC=C)CC(=O)N[C@H](CO)Cc1ccccc1	0	0.0	-1.9	3	4	-7	0	9	90	0.3
Cc1cccc(C)c1NC(=O)CNC(=O)c1ccc2c(c1)NC(=O)CS2	2	-3.1	-0.9	4	2	0	2	2	94	-0.2
CCCc1ccc(S(=O)(=O)N2CCN(Cc3ccco3)CC2)cc1	-1	-2.3	-0.4	2	-7	4	4	-2	96	-0.1
N#C/C(=C\c1cccc([N+](=O)[O-])c1)C(=O)NCC1CCCO1 (stereo not drawn)	3	-2.2	9.1	2	4	-2	-2	-5	90	0.1
COc1ccc(C(=O)O)cc1NCc1ccc(C)s1	1	-1.4	0.4	22	-3	1	-2	-1	100	0.0
NC(=O)C1(c2ccccc2)CCCN1C(=O)c1ccccc1Br (stereo not drawn)	-1	0.1	0.9	0	11	-2	-3	2	100	1.0

Next section.
SMILES	N-glyco inh	MC4R ag barr	hiPSC survival	MC4R antagonist	H9c2 protect	m5-HT2A agonist	Granule exo inh	ABHD5 PLIN5 PPI	ABCB6 inh MLPCN	aDG glyco act
CSCCC(NC(=O)c1cccc(C)c1)C(=O)OCC(=O)NC(=O)c1cccn1C (stereo not drawn)	3	-1.1	1.0	11	0	0	0	-3	100	0.1
Cc1ccccc1-n1nc(C(=O)O)c(C)c(C#N)c1=O	2	0.4	-0.5	1	1	0	1	-1	98	-0.2
C=CCn1c(Oc2ccccc2)nc2c1c(=O)n(C)c(=O)n2C	-1	-1.8	4.2	12	10	1	-4	1	101	0.1
C=CCNc1nc(Nc2ccc(OC)cc2)nc(OCC)n1	0	0.5	3.8	-1	-4	-2	4	-4	97	0.1
CC(C)(C)c1ccc(S(=O)(=O)N2C=CC(C(F)(F)F)=NCC2)cc1	1	0.4	-1.0	3	-12	-3	-1	-6	144	0.2
O=C(NCCNc1ccc([N+](=O)[O-])cc1)c1ccc(Cl)cc1	3	-1.2	-0.3	-2	0	-5	0	-3	94	1.5
Cc1cccc(NC(=O)COC(=O)c2cc3ccccc3oc2=O)c1	0	-2.5	-0.8	0	-7	0	12	5	97	-0.1
CCC(C)(C(=O)NC1CCCC1)N(C)C(=O)Cc1c[nH]c2ccccc12 (stereo not drawn)	2	-0.6	-0.2	11	6	2	-2	-1	88	0.0
CC(=O)Nc1ccc(OCC(O)Cn2c(C)nc3ccccc32)cc1 (stereo not drawn)	-1	-2.0	-2.7	3	-11	-2	6	-2	88	-0.1
Cc1ccc(-c2noc(CNC(=O)c3ccoc3C)n2)cc1	2	-1.0	0.4	5	-5	-1	-6	4	95	0.0
CC1CC1C(=O)OCC(=O)N(C)CC(=O)Nc1ccc(F)cc1 (stereo not drawn)	3	-1.5	-0.3	8	3	-6	4	0	101	0.1
O=S(=O)(c1cccc(F)c1)N1CCN(C(=S)NCC2CCCO2)CC1 (stereo not drawn)	3	-5.0	-0.4	6	-2	-2	1	0	92	-0.1
COC(=O)[C@@H]1C[C@@]2(O)[C@H](O)[C@H](O)[C@H](O)C[C@H]2N1Cc1cccc2ccccc12	2	-0.8	-2.0	5	-2	4	70*	0	99	0.1
O=C(C/C=N\OCc1ccc(Cl)cc1Cl)Nc1ccccc1	0	1.1	-2.8	3	0	3	0	9	100	0.6
CCOc1ccc2nc(-c3ccc(OC)c(OC)c3)cc(C(=O)O)c2c1	3	-2.6	-0.5	11	-3	-1	-7	4	99	0.0
CC(C)OP(=O)(c1ccc(N(C)C)cc1)C(O)c1cccnc1 (stereo not drawn)	1	-0.6	0.5	17	0	3	8	0	99	-0.1

Compound activity as filed in PubChem BioAssay.
